PAD4 FP inh – PAD4 (human) enzyme inhibition | recombinant PAD4, RCA probe fluorescence polarization | AID 485272 | Q9UM07 | inhibition, % at 6.36 µM | hit rate 0.41% among 330,000;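 active = percent inhibition above a cutoff equal to the mean of all tested compounds plus 3 SD, cut at about 15% in these data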;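 note: 0% = PAD4 with RCA probe and DMSO and 100% = probe without PAD4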
PAFAH2 inh – inhibitors of human PAFAH2; Q99487; recombinant PAFAH2, FP-rhodamine activity probe, fluorescence polarization; inhibition, % at 3.39 µM; hit rate 0.99% among 340,000; AID 492956;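 active = inhibition above the mean over all tested compounds plus 3 SD, cut at about 30% in these data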;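 note: inhibitors block probe labeling of enzyme so polarization drops; 0% = enzyme with DMSO and 100% = wells lacking PAFAH2 protein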
PAFAH1B3 inh – blocks human PAF acetylhydrolase 1B catalytic subunit 3 | Q15102 | recombinant PAFAH1B3, FP-rhodamine probe, fluorescence polarization | inhibition, % at 3.39 µM | hit rate 0.28% among 340,000;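 active = inhibition above the screen-wide average of all tested compounds plus 3 SD, cut at about 25% in these data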;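 note: 0% = enzyme with DMSO only and 100% = wells lacking PAFAH1B3 protein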
Target sequence (Q15102 whole entry, looked up): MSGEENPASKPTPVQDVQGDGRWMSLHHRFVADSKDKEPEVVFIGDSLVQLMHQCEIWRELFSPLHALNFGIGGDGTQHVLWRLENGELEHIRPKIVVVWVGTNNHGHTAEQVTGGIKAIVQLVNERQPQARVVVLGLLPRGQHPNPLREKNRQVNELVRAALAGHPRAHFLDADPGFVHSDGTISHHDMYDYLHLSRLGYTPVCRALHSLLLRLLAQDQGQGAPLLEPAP
PAFAH1B2 FP inh – inhibitors of human PAFAH1B2 | hit rate 1.2% among 340,000 | recombinant PAFAH1B2, FP-rhodamine activity probe, fluorescence polarization | inhibition, % at 3.39 µM;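 active = inhibition above the mean of all tested compounds plus 3 SD, cut at about 24% in these data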;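 note: 0% = enzyme with DMSO and 100% = wells lacking PAFAH1B2; many of its hits are not listed in these tables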
Target sequence (P68402 whole entry, looked up): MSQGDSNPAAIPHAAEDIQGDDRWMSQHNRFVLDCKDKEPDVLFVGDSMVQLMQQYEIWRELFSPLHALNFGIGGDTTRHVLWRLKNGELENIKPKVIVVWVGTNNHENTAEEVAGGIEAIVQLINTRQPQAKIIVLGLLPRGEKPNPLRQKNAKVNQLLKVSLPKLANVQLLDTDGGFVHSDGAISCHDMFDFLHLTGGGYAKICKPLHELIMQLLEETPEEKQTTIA
PME-1 primary – blocks human protein phosphatase methylesterase 1; Q9Y570; recombinant PME-1, FP-Rh probe fluorescence polarization; inhibition, % at 5.9 µM; hit rate 0.53% among 320,000; AID 2130;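 active = inhibition above the campaign mean of all compounds plus 3 SD, cut at about 26% in these data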;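 note: competitive labeling of PME-1 active site by serine hydrolase directed probe; 0% = PME-1 with DMSO and 100% = wells lacking PME-1 enzyme; inhibitors block probe labeling so polarization falls and inhibition rises; many of its hits are not listed in these tables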
pPAFAH inh – pPAFAH (human) enzyme inhibition; Q13093; recombinant pPAFAH, FP-rhodamine probe fluorescence polarization; inhibition, % at 3.39 µM; hit rate 1.5% among 330,000; AID 463082;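 active = inhibition above the mean inhibition across the screen plus 3 SD, cut at about 25% in these data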;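 note: inhibitors block binding of the rhodamine activity-based probe so polarization drops; 0% = enzyme with DMSO and 100% = wells lacking pPAFAH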
LYPLA2 inh – LYPLA2 (human) inhibition in PME1 counter-screen; inhibition, % at 5.9 µM; hit rate 0.38% among 320,000; O95372; recombinant LYPLA2, FP-Rh probe fluorescence polarization;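 active = inhibition above the screen-wide mean plus 3 SD, limit set per campaign, cut at about 26% in these data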;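 note: 0% = LYPLA2 with DMSO and 100% = wells lacking LYPLA2 enzyme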
Target sequence (O95372 whole entry, looked up): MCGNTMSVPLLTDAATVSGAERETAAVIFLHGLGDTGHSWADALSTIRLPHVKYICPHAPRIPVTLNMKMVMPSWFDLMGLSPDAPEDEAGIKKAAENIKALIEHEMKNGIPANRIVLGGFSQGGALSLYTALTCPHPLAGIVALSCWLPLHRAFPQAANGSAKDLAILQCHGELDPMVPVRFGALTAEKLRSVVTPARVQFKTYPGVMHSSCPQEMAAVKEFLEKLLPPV
LYPLA1 counter – LYPLA1 (human) inhibition in PME1 counter-screen; inhibition, % at 5.9 µM; recombinant LYPLA1, FP-Rh probe fluorescence polarization; hit rate 0.16% among 320,000; O75608;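 active = inhibition above the mean of all tested compounds plus 3 SD, set per campaign, cut at about 14% in these data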;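 note: inhibitors block serine hydrolase probe labeling of LYPLA1 so polarization falls; 0% = enzyme with DMSO and 100% = wells lacking LYPLA1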
GSTO1 inh – counter-screen for RBBP9 inhibitors: inhibitors of human GSTO1 | recombinant GSTO1, activity-based probe fluorescence polarization | AID 1974 | hit rate 1.1% among 300,000 | inhibition, % at 5.96 µM | P78417;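 active = inhibition above the campaign mean inhibition plus 3 SD, cut at about 35% in these data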;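 note: 0% = GSTO1-1 with DMSO and 100% = wells lacking GSTO1-1 enzyme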
Target sequence (P78417 whole entry, looked up): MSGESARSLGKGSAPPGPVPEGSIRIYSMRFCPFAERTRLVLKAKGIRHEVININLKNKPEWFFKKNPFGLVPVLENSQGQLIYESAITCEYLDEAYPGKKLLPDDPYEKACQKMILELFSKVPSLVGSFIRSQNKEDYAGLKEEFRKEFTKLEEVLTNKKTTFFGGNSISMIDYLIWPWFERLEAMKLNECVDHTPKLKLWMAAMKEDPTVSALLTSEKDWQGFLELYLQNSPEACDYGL
Starred values were filed as active, the others as inactive; . = no result given.

SMILES	PAD4 FP inh	PAFAH2 inh	PAFAH1B3 inh	PAFAH1B2 FP inh	PME-1 primary	pPAFAH inh	LYPLA2 inh	LYPLA1 counter	GSTO1 inh
Cc1cc(C)n(Cc2ccccc2)c(=O)c1S(=O)(=O)c1ccccc1	-5.2	4.2	0.6	3.4	-1.2	0.5	-1.3	0.4	0.5
Cc1cccc(C)c1NC(=O)CNC(=O)CCC(=O)N1CCOCC1	-1.0	12.2	17.1	-0.6	2.4	2.0	8.0	3.5	0.5
CC(=O)c1ccc(Nc2ccc(-c3ccccc3C)nn2)cc1	-9.8	-7.7	1.4	-8.3	-5.0	8.9	-0.1	-3.6	-0.9
CN(C(=O)COC(=O)CNC(=O)C1CCCCC1)c1ccccc1	0.9	-4.8	1.9	1.4	3.3	1.1	-0.1	0.3	.
O=C(N/N=C1/CCCc2ccccc21)c1cc([N+](=O)[O-])cc([N+](=O)[O-])c1	-4.2	.	.	.	3.0	-2.2	-4.6	-1.2	-4.2
COc1ccc(/C=N/OCC(=O)NC(c2ccccc2)c2ccccc2)c(OC)c1	3.5	-9.8	10.1	2.7	-1.1	-2.1	-12.3	-8.4	-1.6
COc1cccc(C(=O)Nc2ccccc2C(=O)NC2CC2)c1	-0.1	-5.1	0.7	-3.0	3.7	2.2	-3.5	0.3	-2.6
O=C(COc1ccc(-n2ccnc2)cc1)Nc1cccc(Cl)c1	4.6	1.0	4.5	7.6	-10.3	-2.5	4.7	-0.9	-6.3
Oc1ccccc1C=NC1CCCCC1N=Cc1ccccc1O (stereo not given)	-6.1	0.8	1.8	6.4	0.4	-0.4	0.3	-1.0	2.0
O=C(NNc1nc2c(F)cccc2s1)c1ccc(F)cc1	-3.6	1.1	8.1	2.9	-7.5	2.7	8.4	-0.5	6.5
CCC(=O)N1CCN(c2ccc(NC(=O)c3ccc(N4CCOCC4)c([N+](=O)[O-])c3)cc2)CC1	-5.1	1.5	-2.7	1.4	4.2	2.6	3.0	2.0	1.8
C[C@]12C(=O)N(c3ccccc3)C(=O)N1[C@H]1c3ccccc3OC[C@@H]1[C@H]2c1ccccc1	-1.3	1.4	-4.4	-3.5	.	1.7	.	.	.
COc1ccc(/C=N/N2C(C)CCCC2C)cc1OC (stereo not given)	-3.6	-5.2	7.9	1.6	-1.6	1.4	3.9	0.6	7.0
CC(C)(C)C(=O)N1CCN(c2nc3ccc(Br)cc3s2)CC1	0.1	3.0	10.0	7.6	9.3	6.7	-4.8	1.0	0.7
O=C(Nc1cccc(NC(=O)c2ccco2)c1)c1ccccc1	-0.6	3.9	5.6	0.8	-6.0	-2.5	3.1	1.1	2.5
Cc1ccc(CSCC(=O)Nc2ccccc2C(=O)O)cc1	-4.1	7.8	8.4	11.2	1.7	-0.5	4.6	3.5	2.9
O=S(=O)(NC1CCCC1)c1ccccc1Cl	2.2	-0.7	12.0	8.1	-6.1	2.5	-6.5	-2.9	2.6
Cc1cccc(NC(=S)NC(=O)/C=C/c2ccccc2)n1	2.4	1.2	6.5	4.4	-6.4	4.3	-11.4	-5.1	-1.0
COc1ccc2nc(NC(=O)CSC(C)C(=O)Nc3cc(C)on3)sc2c1 (stereo not given)	-2.0	-1.9	2.2	-0.5	1.2	5.3	-3.2	2.2	-3.1
O=C(Nc1cc([N+](=O)[O-])ccc1Cl)c1ccc2c(c1)OCO2	-0.3	-4.2	0.2	-3.7	4.2	-0.4	4.1	-0.8	4.0
CCN(CCn1cccn1)C(=O)CCc1nnc(CCc2ccccc2OC)o1	1.0	2.7	-0.7	0.9	4.7	5.5	-3.5	0.4	3.1
O=C(Nc1ccccc1O)C(c1ccccc1)c1ccccc1	0.1	5.6	0.9	11.7	-8.3	0.8	-0.3	-1.6	1.8
Cc1ccc(O)c(CNc2ccccn2)c1	0.0	2.3	5.3	1.1	0.5	0.5	-2.7	-0.8	-3.9
Cc1cc([N+](=O)[O-])ccc1NC(=O)CSc1nncn1-c1ccccn1	1.2	-4.5	-0.3	5.3	-2.2	5.5	-6.2	-3.5	3.2
Oc1ccccc1Nc1nc(NCC2CCCO2)c2ccccc2n1 (stereo not given)	-2.1	-2.0	-4.4	1.1	7.7	11.7	-4.2	0.7	2.3

Additional entries follow:
SMILES	PAD4 FP inh	PAFAH2 inh	PAFAH1B3 inh	PAFAH1B2 FP inh	PME-1 primary	pPAFAH inh	LYPLA2 inh	LYPLA1 counter	GSTO1 inh
COc1ccc(OC(C)C(=O)NCCC2=CCCCC2)cc1 (stereo not given)	-3.4	3.9	7.4	5.3	0.6	2.9	-1.8	-0.1	-6.8
Cc1sc(NC(=O)CSC2=NCCS2)nc1-c1ccccc1	19.2*	0.8	1.5	4.8	-9.1	-1.2	-5.1	-3.4	0.4
Cc1onc(-c2c(F)cccc2Cl)c1C(=O)N1CCSCC1	0.9	.	.	.	5.9	1.1	-0.1	-2.3	5.7
C=CCC[C@@H](Cc1ccc(F)cc1)C(=O)OC[C@H](Cc1c[nH]c2ccccc12)NC(=O)[C@@H](CC=C)CC(=O)N[C@@H](CO)Cc1ccccc1	5.8	-12.1	2.1	-1.6	.	3.6	.	.	.
COc1ccc(C2CC(c3ccccc3)=NN2c2ccc(C(N)=O)cc2)cc1 (stereo not given)	-1.7	4.6	3.6	3.0	10.7	12.5	-1.3	-5.0	4.2
O=C(CNC(=O)c1ccco1)OCC(=O)c1ccccc1Cl	-0.9	9.6	6.2	0.9	-3.3	-3.2	-5.8	-0.7	4.7
COc1ccc(NC(=O)COc2cccc(-n3cnnn3)c2)cc1Cl	-2.0	-14.0	9.9	-2.0	-9.4	-1.0	-0.2	-8.3	-7.2
COc1ccccc1-n1cc([C@@H]2C[C@H]3CN(c4ccccc4)C(=O)[C@]34CCCN24)cn1	-44.2	.	.	.	-17.2	-12.6	-7.3	-6.5	6.4
Cc1ccc(C(=O)COC(=O)COc2ccccc2[N+](=O)[O-])s1	0.3	-4.0	4.0	-2.0	-1.5	9.2	4.2	2.4	.
Cc1cc(C(=O)NNC(=O)c2ccc(C(F)(F)F)cc2)no1	1.1	0.0	-2.9	5.6	2.3	-4.1	-0.8	-0.2	-3.5
COCC1CCCCN1C(=O)c1cc(COc2ccc3ncccc3c2)on1 (stereo not given)	-0.8	5.7	13.9	4.1	-4.6	-0.7	1.7	0.2	3.4
CC(=C/c1ccccc1)/C=N/NC(=O)CSc1nc(C)cc(C)n1	1.3	2.8	6.9	-2.1	0.0	8.4	8.1	-1.2	-2.7
O=C(O)c1ccc(NS(=O)(=O)c2ccc(Cl)c(C(=O)Nc3ccccc3[N+](=O)[O-])c2)cc1	1.0	6.0	7.6	0.8	5.6	6.5	4.2	3.1	2.9
CNC(=O)COC(=O)c1cc2c(C)nn(-c3ccc(F)cc3)c2s1	0.6	-6.7	5.6	-1.3	0.5	-1.9	2.7	2.1	2.8
COc1ccc(/C=C(/NC(=O)c2ccc(OC)c(OC)c2)C(=O)NCCc2c[nH]c3ccccc23)cc1	0.2	2.9	4.0	1.9	-5.5	5.3	6.7	0.9	1.8
S=C(NCc1ccccc1)Nc1cccc(Cl)c1	-1.9	-1.6	7.2	2.3	-2.5	5.1	0.6	2.5	-0.5
O=C(CSc1nc(=O)n(CCCN2CCOCC2)c2c1CCCC2)Nc1ccc(F)c(F)c1	0.7	3.6	-0.2	-1.1	-5.9	5.2	-1.4	-0.7	5.9
O=C(c1cncc(Br)c1)N1CCN(c2ccc([N+](=O)[O-])cc2)CC1	-1.7	4.8	-11.1	6.0	-0.3	-0.5	13.3	2.7	-0.6
CCc1nnc(NS(=O)(=O)c2ccc(NC(=O)c3ccccc3C)cc2)s1	1.7	-7.5	3.5	4.8	1.2	5.2	7.7	-0.5	4.8
CC(=O)c1c(N)[nH]c(-c2ccccc2)nc1=S	-8.6	0.6	10.6	5.7	-0.1	-2.6	-1.7	2.2	-5.1
CN(c1ccccc1C(=O)Nc1ccc2c(c1)OCO2)S(C)(=O)=O	3.1	1.7	4.0	-1.7	1.8	4.9	0.7	-1.7	1.9
Nc1nc(SCC(=O)Nc2ccc(Cl)cc2)[nH]c(=O)c1-c1ccccc1	-0.7	0.5	4.1	10.7	-0.2	2.0	1.8	5.0	2.5
COc1ccccc1NS(=O)(=O)c1cccc(C(=O)N/N=C/c2ccc(N3CCOCC3)cc2)c1	-1.2	-3.2	-1.1	-2.9	6.5	8.5	-2.3	0.3	-3.0
O=C(CCNC(=O)c1ccco1)NCc1ccccc1	-1.1	7.7	7.4	-0.6	-6.4	2.1	-1.0	1.2	-1.6
CC(C)(C)c1cc(C(=O)NCc2cccnc2)ccn1	1.1	-3.8	-0.8	-6.0	-0.5	5.7	-8.3	-1.0	4.8

The list goes on:
SMILES	PAD4 FP inh	PAFAH2 inh	PAFAH1B3 inh	PAFAH1B2 FP inh	PME-1 primary	pPAFAH inh	LYPLA2 inh	LYPLA1 counter	GSTO1 inh
O=C(O)c1ccc(S(=O)(=O)c2ccc3c(c2)C(=O)N(NC(=O)c2ccc(O)cc2)C3=O)cc1	-1.9	2.1	4.4	3.8	0.7	0.4	-0.1	-1.2	-5.9
Cc1cccc(N(C(=O)CCC(=O)Nc2cccnc2)C(C(=O)NC2CCCC2)c2ccncc2)c1 (stereo not given)	0.8	16.8	8.1	0.1	-8.7	0.5	-1.8	-0.6	8.0
CSc1ccc(CCNC(=O)CN2C(=O)c3cccnc3Oc3ccc(C)cc32)cc1	5.2	-3.2	1.1	3.5	11.0	0.2	-4.5	-1.9	5.2
CCN1CCN(c2ccc(N3CCN(S(=O)(=O)c4cc([N+](=O)[O-])ccc4C)CC3)nn2)CC1	-0.5	-5.8	1.8	-0.1	3.3	8.7	-3.8	-0.6	2.8
CCCCn1nc2cc(C(=O)N[C@H](C)C3CCCCC3)ccc2c1OCC	-0.3	-1.8	8.9	4.5	4.1	-0.8	-6.2	-1.9	1.0
COC(=O)C1=C(C)N(Cc2ccc(C)cc2)C(=O)/C1=C\c1cc(OC)c(OC)c(OC)c1	0.3	10.9	7.9	1.3	-3.1	1.4	8.6	-1.8	-0.8
COc1cc(/C=N/NC(=O)c2cccc([N+](=O)[O-])c2)ccc1O	0.5	-3.7	-5.7	3.4	4.4	4.7	5.7	3.6	3.9
CC(C)CCn1c(NCCc2ccccc2)nc2c1c(=O)n(C)c(=O)n2C	2.1	6.5	-0.5	0.5	3.3	3.9	6.7	3.5	1.0
CCN1CCc2c(sc(NC(=O)C3COc4ccccc4O3)c2C(N)=O)C1 (stereo not given)	0.1	-3.9	6.1	6.7	2.4	0.1	1.5	-1.7	0.6
Nc1ccccc1C(=O)NCc1ccccc1	-3.4	-3.3	5.2	4.3	1.5	0.8	5.8	1.9	-0.1
Cc1ccccc1CN1CCC(n2nccc2NC(=O)c2ccc3c(c2)OCO3)CC1	1.9	3.7	7.7	3.3	5.1	4.3	0.3	-1.8	2.5
O=C(N/N=C\c1ccc(Cl)cc1)c1sccc1-n1cccc1	-0.3	-5.4	3.5	3.6	-3.0	7.0	-5.4	-5.3	2.2
CN(C)c1ccc(/C=C2\SC(N3CCCCC3)=NC2=O)cc1	0.2	2.4	10.4	0.2	4.9	27.8*	11.9	9.7	-0.1
Cc1c(Cl)cccc1NC(=S)NCCc1ccc(F)cc1	0.1	-3.2	0.8	0.9	3.1	0.9	1.4	-0.9	3.6

Not all compounds are listed; rates above refer to the full screens.
